Assay outcomes as filed in PubChem BioAssay.
TSHR antag = Antagonists of the Thyroid Stimulating Hormone Receptor: HTS campaign; actives 0.2% (n = 330,000); activity change, negative = inhibition, % at 11.5 µM; AID 504810, 2011; Thyrotropin receptor (Homo sapiens), P16473; TSHR-expressing cells, TSH-stimulated cAMP HTRF, 2 h; hits give low values;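 active = activity change below a set negative limit, meaning inhibition stronger than a set level, cut at about -70% in these data; inconclusive = activity change between two set negative limits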; note: % is set by controls: 0 for no effect and ±100 for the full control effect
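Inhibition of cAMP made by TSHR-expressing cells under TSH stimulation (4nM final, EC80; 2 h, 37 deg C) is quantified with a one-step lysis HTRF kit, anti-cAMP cryptate versus cAMP-d2.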
Chronic BCR inh = qHTS Assay to Find Inhibitors of Chronic Active B-Cell Receptor Signaling. Potency, µM (top dose mostly 46.1 µM), without a hit: top-dose ratio change, negative = lower green/red ratio, actives largely listed as inhibitors. actives 0.05% (n = 340,000). ABC-DLBCL IkBa-CBG/CBR reporter, luminescence ratio, 4 h; active = well fitted inhibition curve with a large enough effect in the signal ratio, with a control signal flat, not every such curve was filed as active; inconclusive = small, poorly fitted or top-dose-only effect, or effect the other way, or a change in a side signal; the % refers to the signal ratio;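 note: potency is the fitted concentration of half-maximal effect; plate controls were basal doxycycline-induced cells for no effect and cells given 10 µM MG132 for full effect; MG132 reads +100%, hits lower the ratio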
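TMD8 ABC-DLBCL cells carrying doxycycline-inducible green luciferase fused to IkappaBalpha plus unfused red luciferase were exposed to compounds (up to 46 uM) for 4 hrs at 37C. Activity came from the overlap-corrected green/red luminescence ratio.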
PKM2 act = qHTS Assay for Activators of Human Muscle isoform 2 Pyruvate Kinase | purified PKM2, Kinase-Glo ATP luminescence, activation; response scale: 0% is enzyme alone, no compound | AID 1631, 2009 | Potency, µM (doses to about 57.5 µM), without a hit: at the highest dose activation, most hits filed as activators | actives 0.34% (n = 260,000) | Pyruvate kinase PKM (Homo sapiens), P14618; note: potency is the fitted concentration of half-maximal effect; % is set by controls: 0 for no effect and ±100 for the full control effect; nearly all actives have a fitted effect of over 55% in size
Target sequence (P14618 whole entry, looked up, canonical isoform): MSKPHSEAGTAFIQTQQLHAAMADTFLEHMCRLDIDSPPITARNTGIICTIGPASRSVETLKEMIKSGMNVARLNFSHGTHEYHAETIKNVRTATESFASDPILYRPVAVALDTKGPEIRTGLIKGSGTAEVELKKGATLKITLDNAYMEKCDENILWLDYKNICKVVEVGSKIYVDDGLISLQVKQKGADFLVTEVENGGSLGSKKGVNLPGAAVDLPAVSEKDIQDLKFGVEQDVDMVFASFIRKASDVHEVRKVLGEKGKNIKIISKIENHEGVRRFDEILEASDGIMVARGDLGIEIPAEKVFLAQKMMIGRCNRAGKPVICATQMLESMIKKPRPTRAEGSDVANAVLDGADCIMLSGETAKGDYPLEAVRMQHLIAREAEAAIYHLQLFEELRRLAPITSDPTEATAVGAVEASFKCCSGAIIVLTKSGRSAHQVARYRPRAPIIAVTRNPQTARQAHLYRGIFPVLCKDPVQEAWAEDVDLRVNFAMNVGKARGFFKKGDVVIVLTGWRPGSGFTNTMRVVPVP
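ATP formation by purified human PK-M2, quantified via coupled luciferase luminescence after 1 h at room temperature with 0.1 mM ADP and 0.5 mM PEP final.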
GALK inh = qHTS Assay for Inhibitors of Human Galactokinase (GALK); P51570; Purified GALK, Kinase-Glo residual ATP luminescence; Potency, µM (doses to about 57.5 µM), inactives show at the top dose activity change, negative = inhibition, actives largely listed as inhibitors; actives 0.007% (n = 270,000); note: potency is the fitted concentration of half-maximal effect; % is set by controls: 0 for no effect and ±100 for the full control effect
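Quantitative HTS: GALK 5 nM, ATP 35 uM, galactose 100 uM, 1 h room temperature, then luciferase-based ATP detection.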
Eya2 phos inh = qHTS Assay for Inhibitors of the Phosphatase Activity of Eya2; Protein phosphatase EYA2 (Homo sapiens), O00167; recombinant Eya2, OMFP fluorescence dephosphorylation (OMFP is methylfluorescein phosphate); Potency, µM (doses to about 76.9 µM), inactives show top-dose activity, negative = inhibition, most hits filed as inhibitors; actives 0.006% (n = 330,000); AID 488837, 2010; note: potency is the fitted concentration of half-maximal effect; % is set by controls: 0 for no effect and ±100 for the full control effect
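Eya2 (0.2 uM) preincubated 10 min at ambient with compound, then OMFP substrate added at 50 uM; 10 min reaction in 50 mM HEPES pH 7.5, 50 mM NaCl, 5 uM MgCl2, 0.05% BSA, 1 mM DTT. Fluorescence read at Ex 485/Em 525 nm.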
Mito fusion yeast = qHTS Assay for Small Molecule Inhibitors of Mitochondrial Division or Activators of Mitochondrial Fusion; Potency, µM (series often up to 46.1 µM), without a hit: at the highest dose growth rescue (activation), hits mostly activators; actives 0.23% (n = 320,000); S. cerevisiae fusion-defective mutant growth rescue, CellTiterGlo 48 h;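 note: potency is the fitted concentration of half-maximal effect; % of control where 0% means no effect; nearly all actives have a fitted effect of over 45% in size; temperature-sensitive fusion mutants such as fzo1-1 at 37 °C on non-fermentable ethanol glycerol medium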
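Luminescent cell viability in 1536-well qHTS format served as the measure of rescued growth in ts fusion-mutant S. cerevisiae cultured on non-fermentable YPEG for 48 hours at 37C.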
MBNL1-CUG inh = qHTS Assay for Inhibitors of MBNL1-poly(CUG) RNA binding | TR-FRET MBNL1-His/biotin-(CUG)12 binding, 665/545 ratio | Potency, µM (highest dose often 57.5 µM), for the others: at the top dose activity change, negative = inhibition, most hits filed as inhibitors | actives 0.036% (n = 280,000); active = well fitted inhibition curve with a large enough effect in the signal ratio, with a control signal flat, not every such curve was filed as active; inconclusive = small, poorly fitted or top-dose-only effect, or effect the other way, or a change in a side signal; inactive = no such curve, though single readings can be large or run the other way; the % refers to the signal ratio; note: potency is the fitted concentration of half-maximal effect; % is set by controls: 0 for no effect and ±100 for the full control effect
Target sequence (Q9NR56 whole entry, looked up): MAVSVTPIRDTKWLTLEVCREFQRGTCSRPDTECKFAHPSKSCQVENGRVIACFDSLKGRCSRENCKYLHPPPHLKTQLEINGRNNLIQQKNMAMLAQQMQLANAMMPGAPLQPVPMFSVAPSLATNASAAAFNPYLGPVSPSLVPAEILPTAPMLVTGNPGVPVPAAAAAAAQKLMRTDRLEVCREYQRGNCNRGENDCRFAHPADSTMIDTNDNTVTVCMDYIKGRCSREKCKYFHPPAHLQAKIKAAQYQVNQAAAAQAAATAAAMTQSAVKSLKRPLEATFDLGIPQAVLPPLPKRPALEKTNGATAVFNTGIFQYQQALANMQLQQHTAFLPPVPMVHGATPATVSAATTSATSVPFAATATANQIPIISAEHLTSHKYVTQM
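His-tagged MBNL1 binding to biotinylated (CUG)12 RNA was measured by TR-FRET using terbium anti-His antibody (0.055 ng/ul final) and streptavidin-XL665 (5 nM final). Compounds were titrated 92 nM to 58 uM; 60 min at room temperature.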
USP2a block = qHTS Assay for Inhibitors of Ubiquitin-specific Protease USP2a Using CHOP2 as the Reporter | Ubiquitin carboxyl-terminal hydrolase 2 (Homo sapiens), O75604 | USP2 core, Ub-CHOP2 coupled fluorogenic reporter, 485/531 | Potency, µM (titrated, usually from 38.3 µM), for the others: at the top dose activity change, negative = inhibition, hits mostly inhibitors | actives 0.01% (n = 330,000);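 note: potency is the fitted concentration of half-maximal effect; plate controls were DMSO wells for no effect and full inhibition by NEM control for full effect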
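Cell-free coupled assay: 10nM USP2 core preincubated 30min RT with compound in Tris-HCl pH 8.0/CaCl2/CHAPS buffer, then 25nM Ub-CHOP2 and 25nM reporter substrate; fluorescence (Ex 485/Em 531) read after 60min RT, normalized to NEM inhibition, concentration-response curves fitted.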
ASM inhibitor = Inhibitors of Secretory Acid Sphingomyelinase (S-ASM): qHTS | Sphingomyelin phosphodiesterase (Homo sapiens), P17405 | placental ASM, HMU-PC fluorogenic substrate, 60 min | Potency, µM (highest dose often 57.5 µM), without a hit: at the highest dose activity change, negative = inhibition, usual class: inhibitors | actives 0.006% (n = 340,000) | AID 504937, 2011; note: potency is the fitted concentration of half-maximal effect
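Human placenta-derived ASM preincubated with compound 10 min at room temperature, then reacted with 9 uM (final) fluorogenic HMU-PC substrate for 60 min at 37 C. Stop solution raises pH to 10; fluorescence read at Ex 386/Em 447 nm.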
hERG WT inh = qHTS for Inhibitors of KCHN2 3.1: Wildtype qHTS; U2OS, BacMam KCNH2, thallium flux FluxOr; hits give low values; Voltage-gated inwardly rectifying potassium channel KCNH2 (Homo sapiens), Q12809; activity change, % at 1.84 µM; actives 0.37% (n = 340,000);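 active = maximum activity change below -70%; inconclusive = maximum activity change between -70% and -50%; inactive = maximum activity change above -50%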; note: % is set by controls: 0 for no effect and ±100 for the full control effect
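U2OS cells were transduced with wild-type KCNH2 virus (2.03 x 10^8 / mL) for 4 h at room temperature, then cultured overnight at 37 C. Thallium flux was read with FluxOr dye. Rate constants were normalized to DMSO controls.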
Menin MLL FP TR = qHTS Assay for Inhibitors Targeting the Menin-MLL Interaction in MLL Related Leukemias: Competition With Texas Red Labeled MLL-derived Mutant Peptide; O00255; Menin + Texas Red MLL mutant peptide, fluorescence polarization; Potency, µM (titrated, usually from 61.6 µM), without a hit: at the top dose FP activity change, negative = inhibition, actives largely listed as inhibitors; actives 0.23% (n = 270,000); active = well fitted inhibition curve with a large enough effect in the polarisation, with a control signal flat, not every such curve was filed as active; inconclusive = small, poorly fitted or top-dose-only effect, or effect the other way, or a change in a side signal; inactive = no such curve, though single readings can be large or run the other way; the % refers to the polarisation; note: potency is the fitted concentration of half-maximal effect; % of control where 0% means no effect; many of its hits are not listed in these tables
Active calls of the source: *; ? = inconclusive; / = not tested or not shown; & = joins results of further samples; [ ] = another dose, or the depositor's remark. Unless noted, calls come from the whole dose curve; as a rule, active = well fitted curve in the direction sought with a large enough effect; inconclusive = small, poorly fitted or top-dose-only effect, or another doubt; inactive = no such curve, though single readings can be large; an effect the other way counts as inactive or inconclusive.

SMILES	TSHR antag	Chronic BCR inh	PKM2 act	GALK inh	Eya2 phos inh	Mito fusion yeast	MBNL1-CUG inh	USP2a block	ASM inhibitor	hERG WT inh	Menin MLL FP TR
O=C(CN1CCN(c2ccccn2)CC1)Nc1ccc(Cl)c(C(F)(F)F)c1	-16	-1%	-2%	-1%	-13%	0%	-17%	-1%	-5%	3	14%
COc1ccc(N(Cc2cc3cc(OC)ccc3[nH]c2=O)C(=O)c2cccnc2)cc1	9	-3%	-1%	4%	1%	1%	6%	1%	46%[activator]	-6	0%
COc1cccc(C(=O)NCc2nnc(SCC(=O)Nc3nccs3)n2-c2cccc(C)c2)c1	9	-1%	-2%	1%	-21%	-2%	-11%	-1%	-1%	0	17%
CSCCC(NS(=O)(=O)c1ccccc1F)C(=O)N1CCCCCC1 (configuration not stated)	0	0%	/	2%	1%	-9%	-6%	0%	-1%	/	-9%
O=C(O)CCc1ccc(-c2cccs2)n1NC(=O)c1cccs1	11	2%	-5%	0%	11%	0%	9%	5%	1%	4	-8%
O=C(/C=C/c1ccccc1)NCC(=O)N/N=C/c1ccccc1[N+](=O)[O-]	7	?	1%	-1%	6%	2%	?	0%	-10%	2	-3%
CCOC(=O)c1ccc(N2C(=O)c3n[nH]c(C)c3C2c2cccnc2)cc1 (configuration not stated)	-2	-13%	-2%	5%	18%	-1%	-3%	2%	4%	12	26%
Cn1c(SCc2c(F)cccc2Cl)nc2c(c1=O)SCC2	-2	3%	?	0%	-25%	-3%	-1%	-1%	5%	-21	-11%
CCOc1cccc(/C(O)=C2/C(=O)C(=O)N(CCN3CCOCC3)C2c2ccncc2)c1 (configuration not stated)	9	4%	3%	5%	0%	-11%	12%	5%	/	/	0%
CC1(C)CC(=O)C2=C(C1)Nc1ccccc1NC2c1cccs1 (configuration not stated)	-3	?	2%	-2%	6%	-4%	4%	4%	2%	10	5%
N#Cc1ccc(CSc2nnc(-c3ccccn3)n2-c2ccccc2)cc1	-5	2%	0%	0%	-26%	-3%	6%	0%	0%	1	-11%
O=S(=O)(Cc1ccccc1)Nc1cccc(Br)c1	-13	3%	/	/	?	31%	-7%	0%	-2%	0	9%
O=c1c2ccccc2nc(SCCN2CCCCC2)n1CCc1ccccc1	-19	?	0%	-4%	6%	0%	-1%	1%	1%	1	13%
CCC1CCCCN1C(=O)CSc1nnc(CNC(=O)c2ccco2)o1 (configuration not stated)	-2	0%	1%	0%	1%	-2%	3%	1%	-3%	-2	-4%
CC1=NN(c2ccc(Cl)c(C(=O)O)c2)C(=O)/C1=C\c1ccc(-c2ccc(C(=O)O)cc2)o1	-3	?	13%	-4%	4%	0%	-13%	1%	14%	-17	?
CC(NC(=O)COC(=O)c1ccc2c(c1)OCCO2)c1ccccc1 (configuration not stated)	-9	1%	/	/	4%	/	/	1%	5%	0	/
CCc1cccc(CC)c1NC(=S)Nc1ccc2cn[nH]c2c1	-2	-2%	1%	-1%	-5%	5%	-11%	-2%	1%	-1	/
Cc1cc(C)c2nc(SC(C)C#N)cc(C)c2c1 (configuration not stated)	-8	?	1%	-3%	-3%	4%	-4%	0%	-8%	8	2%
N#Cc1ccccc1S(=O)(=O)N1CCN(C(=O)Cc2n[nH]c(=O)c3ccccc23)CC1	10	-1%	/	/	-5%	/	/	1%	0%	15	/
CS(=O)(=O)N(Cc1ccc(C(=O)N2CCc3ccccc3C2)cc1)c1ccccc1	-1	-3%	1%	-1%	-11%	12%	14%	-4%	-3%	-8	-22%
Nc1nc2sc3c(c2cc1C(=O)NCC(=O)O)CCCC3	-2	-11%	/	2%	13%	-13%	?	1%	17%	2	1%
O=C(N/N=C/C(c1ccccc1)c1ccccc1)c1ccccc1F	28	?	-8%	1%	-5%	-4%	1%	-1%	-1%	-20	-6%
CCn1c(=O)cc(OCC(=O)N2CCCC2)c2ccccc21	6	?	1%	2%	22%	1%	4%	-1%	3%	-1	-5%
CCN(C(=O)Cc1c(C(=O)O)[nH]c2ccccc12)c1cc(OC)ccc1OC	9	12%	-5%	-7%	9%	0%	-3%	0%	5%	-1	15%
CN(CCO)CC(O)Cn1cnc2c1c(=O)n(C)c(=O)n2C (configuration not stated) (tested in a mixture with another compound)	9	?	-5%	0%	2%	-5%	-12%	-1%	1%	-3	6%&6%
(list continues)
SMILES	TSHR antag	Chronic BCR inh	PKM2 act	GALK inh	Eya2 phos inh	Mito fusion yeast	MBNL1-CUG inh	USP2a block	ASM inhibitor	hERG WT inh	Menin MLL FP TR
CCN(CC)C(=O)COc1coc(CN2CCN(c3ccc(F)cc3)CC2)cc1=O	30	-1%	/	0%	0%	18%	-6%	0%	1%	-1	/
COc1cccc(CCN2CCC(CNS(=O)(=O)c3cc(-c4cc(C)no4)ccc3C)CC2)c1	-18	-5%	/	-1%	-16%	-6%	-6%	2%	-3%	21	/
O=[N+]([O-])c1ccc(N2CCN(Cc3ccc(Br)o3)CC2)cc1	16	0%	7%	-5%	-4%	2%	?	-2%	-12%	18	2%
O=C(Nc1cccc(O)c1)c1cnn2cccnc12	-12	?	11%	-1%	13%	4%	-13%	0%	-1%	-8	-5%
CCOC(=O)CSCC(NC(=O)OC(C)(C)C)C(=O)OCC (configuration not stated)	-1	0%	-1%	-1%	3%	2%	6%	-1%	2%	6	-19%
CC(=O)Nc1ccc(SCC(=O)Nc2ccccc2N2CCOCC2)cc1	9	-3%	/	/	5%	/	/	1%	4%	-4	/
Cc1ccc(C(=O)NCCN2C3=NC[C@@H](Cc4ccccc4)N3C[C@H]2Cc2ccc(O)cc2)cc1Br	2	?	-7%	0%	-6%	-3%	-15%	2%	4%	-4	?
CC(C)(O)CNC(=O)Nc1ccc(Cl)c(Cl)c1	-11	?	-4%	6%	6%	-5%	9%	2%	-8%	-6	/
O=C(NCCCNC(=O)c1ccc(Cl)cc1Cl)c1ccco1	36	-16%	-2%	1%	1%	-4%	-8%	0%	3%	-4	-13%
C[C@H]1COC(=O)[C@@H](Cc2ccc(F)cc2)CC/C=C\C[C@H](CC(=O)NCCO)C(=O)N1	2	0%	/	/	7%	/	/	-1%	-2%	-4	/
Cc1c(Cc2ccccc2)c(=O)oc2c(C)c(OCC(=O)N3CCC(C(=O)O)CC3)ccc12	-17	6%	0%	/	0%	3%	5%	0%	0%	-25	-17%
Clc1ccc(COn2nnc3ccccc32)c(Cl)c1	/	/	-2%	0%	/	0%	3%	/	2%	-5	-3%
CC1CC(C)(C)N2C(=O)C3(Nc4ccccc4S3)c3cccc1c32 (configuration not stated)	10	?	-3%	-2%	-11%	27%	-6%	-16%	-15%	7	-5%
O=c1c(Oc2ccccc2F)coc2cc(OCc3cnn(-c4ccccc4)c3)ccc12	27	0%	4%	1%	4%	-4%	/	0%	-20%	-8	?
CCc1ccc(Nc2nnc(SCC(=O)Nc3ccc(C(=O)O)cc3)s2)cc1	-9	?	-8%	-4%	-16%	1%	-10%	0%	-3%	0	/
C/C(O)=C\c1nc(=O)c2c(C)cc(C)nc2n1-c1ccccc1	45	2%	-4%	0%	4%	4%	2%	2%	3%	-2	-12%
CNC(=O)COC(=O)c1cc2c(C)nn(-c3ccc(F)cc3)c2s1	-2	?	0%	-1%	-11%	-1%	-11%	-1%	-4%	1	-14%

An excerpt; rates above refer to the full screens.
